# DDE Tn7 FP inh: inhibitors of Tn7 peptide binding to fibrin DD(E), primary screen, biochemical, fluorescence polarization, human fibrin, Tn7 probe; Fibrinogen beta chain (Homo sapiens), P02675; FP displacement of FITC-Tn7 peptide from fibrin DD(E); 0% = median of compound wells per plate; inhibition, % at 8.3 µM; actives 0.13% (n = 370,000); AID 720508, 2013;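 active = inhibition above the mean of compounds falling within the control limits plus 3 SD of them, cut at about 14% in these data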;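 also: 0% = plate median of compound wells and 100% = 10 µM Aha-Tn7 peptide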
#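 Assay system: Fibrin-DD(E) protein isolated from polymerized human fibrin clots; read-out basis: percent inhibition; medium: Tris/NaCl/CaCl2 buffer, pH 7.8; signal: FP measurement; incubation: 10 min plus 3 h, room temperature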
# UHRF1 MBD2 ctr: UHRF1 methylated DNA binding inhibitors, primary screen, counter-screen for MBD2 inhibitor project, biochemical, TR-FRET, human UHRF1, single concentration; inhibition, % at 4.4 µM; actives 0.75% (n = 370,000); UHRF1 binding to methylated oligo; in the data active = inhibition above about 21%;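 also: UHRF1 SRA domain binding a hemimethylated CpG hairpin DNA probe; 0% = median of test compound wells and 100% = reference inhibitor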
# ASAP1 inh: inhibitors of human ASAP1 ArfGAP activity, primary screen, biochemical, fluorescence polarization. Arf-GAP with SH3 domain, ANK repeat and PH domain-containing protein 1 (Homo sapiens), …. ASAP1-stimulated ARF1 GTP hydrolysis, GDP FP detection. inhibition, % at 16.5 µM. actives 0.19% (n = 360,000); in the data active = inhibition above about 25%;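 also: 0% = vehicle with enzyme and substrate and 100% = no enzyme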
# PLCb3 inh: human PLC-beta3 inhibitors, primary screen, biochemical, fluorescence; actives 0.18% (n = 370,000); 1-phosphatidylinositol 4,5-bisphosphate phosphodiesterase beta-3 (Homo sapiens), Q01970; AID 720704, 2013; inhibition, % at 12.2 µM; Purified PLC-beta3, fluorogenic substrate; in the data active = inhibition above about 11%;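 also: 0% = median of compound wells on plate and 100% = full blocker control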
# Target sequence (Q01970 whole entry, looked up): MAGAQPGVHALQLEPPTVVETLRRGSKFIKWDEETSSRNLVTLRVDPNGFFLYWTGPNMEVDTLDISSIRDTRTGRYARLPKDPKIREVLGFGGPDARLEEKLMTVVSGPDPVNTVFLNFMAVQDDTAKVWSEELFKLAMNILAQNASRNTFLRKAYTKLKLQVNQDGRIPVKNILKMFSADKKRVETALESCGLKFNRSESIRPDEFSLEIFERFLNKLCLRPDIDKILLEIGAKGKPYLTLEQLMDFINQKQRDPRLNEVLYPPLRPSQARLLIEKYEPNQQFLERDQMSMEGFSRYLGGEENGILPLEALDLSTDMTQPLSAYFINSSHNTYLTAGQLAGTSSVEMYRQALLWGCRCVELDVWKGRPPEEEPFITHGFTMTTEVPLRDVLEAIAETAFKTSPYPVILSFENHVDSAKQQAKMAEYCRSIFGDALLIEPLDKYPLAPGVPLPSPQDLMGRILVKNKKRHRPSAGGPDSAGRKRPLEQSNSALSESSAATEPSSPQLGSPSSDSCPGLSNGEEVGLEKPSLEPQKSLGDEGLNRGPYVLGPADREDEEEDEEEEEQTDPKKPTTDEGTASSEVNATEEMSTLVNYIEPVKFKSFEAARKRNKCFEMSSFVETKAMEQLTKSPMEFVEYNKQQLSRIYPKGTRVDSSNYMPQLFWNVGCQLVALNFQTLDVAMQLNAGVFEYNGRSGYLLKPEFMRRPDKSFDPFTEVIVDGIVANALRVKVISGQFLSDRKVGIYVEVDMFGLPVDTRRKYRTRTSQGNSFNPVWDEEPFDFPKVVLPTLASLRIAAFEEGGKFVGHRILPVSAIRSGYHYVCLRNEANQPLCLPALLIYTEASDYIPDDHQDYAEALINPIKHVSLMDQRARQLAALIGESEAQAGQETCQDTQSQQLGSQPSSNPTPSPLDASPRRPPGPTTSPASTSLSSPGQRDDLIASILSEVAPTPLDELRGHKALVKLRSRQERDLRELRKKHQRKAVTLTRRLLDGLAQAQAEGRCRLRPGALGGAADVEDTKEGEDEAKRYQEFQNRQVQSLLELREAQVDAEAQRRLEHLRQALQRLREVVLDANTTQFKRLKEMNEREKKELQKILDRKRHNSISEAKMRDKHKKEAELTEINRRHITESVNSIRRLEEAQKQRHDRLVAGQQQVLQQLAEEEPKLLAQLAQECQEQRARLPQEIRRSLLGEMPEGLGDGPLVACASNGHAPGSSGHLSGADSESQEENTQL
# KLK7 zymogen act: proKLK7 zymogen activators, primary screen, biochemical, fluorescence intensity | activation, % at 7 µM | actives 0.9% (n = 370,000) | Kallikrein-7 (Homo sapiens), P49862 | purified proKLK7, EDANS-DABCYL substrate fluorescence; 100% is mature enzyme control, 0% vehicle;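 active = activation above the mean of all tested compounds plus 3 SD, computed per campaign excluding outliers beyond control limits, cut at about 13% in these data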
# DDE Tn6 FP inh: inhibitors of Tn6 peptide binding to fibrin DD(E), primary screen, biochemical, fluorescence polarization, human fibrin, Tn6 probe; Fibrinogen beta chain (Homo sapiens), P02675; Fibrin DD(E) TRITC-Tn6 fluorescence polarization displacement; inhibition, % at 8.3 µM; actives 0.21% (n = 370,000);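 active = inhibition above a per-campaign cutoff: mean of compounds within control limits plus 3 SD, cut at about 15% in these data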;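 also: 0% = median of all compound wells on the plate and 100% = blocking peptide control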
# PLCg1 inh: PLC-gamma1 enzyme inhibitors, primary screen, biochemical, fluorescence, purified enzyme; inhibition, % at 12.2 µM; actives 0.84% (n = 370,000); fluorogenic substrate; 1-phosphatidylinositol 4,5-bisphosphate phosphodiesterase gamma-1 (Homo sapiens), P19174; in the data active = inhibition above about 9.5%
# ARFGAP1 inh: inhibitors of rat ARFGAP1 GAP activity, primary screen, biochemical, fluorescence polarization, GDP tracer | ADP-ribosylation factor GTPase-activating protein 1 (Rattus norvegicus), Q62848 | Arfgap1-stimulated ARF1 GTP hydrolysis, GDP FP detection | inhibition, % at 16.5 µM | actives 0.26% (n = 360,000);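 active = inhibition above a per-plate limit, mean inhibition of low control wells plus 3 SD, cut at about 25% in these data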;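 also: 0% = DMSO wells with enzyme and 100% = wells lacking Arfgap1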
#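 Repeats: one replicate per compound; assay system: rat Arfgap1 catalytic domain, aa 1-136; times: enzyme reaction 120 min at 25 °C after 20 min preincubation; detection: FP of antibody-bound GDP Alexa 633 tracer, ex 620/em 688 nm; benchmarks: high control wells lacking Arfgap1, low control full reaction with DMSO; reagent: human ARF1(Δ1-17)-GTP substrate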
# ADAM17 inh: ADAM17 inhibitors, primary screen, biochemical, QFRET; Disintegrin and metalloproteinase domain-containing protein 17 (Homo sapiens), P78536; recombinant ADAM17, EDANS/DABCYL FRET peptide cleavage; actives 0.83% (n = 370,000); AID 720648, 2013; inhibition, % at 6.95 µM;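 active = inhibition above the mean of compounds lying between control limits plus 3 SD, set per campaign, cut at about 8.5% in these data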;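 also: 0% = DMSO-only wells as the low control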
# MBD2 inh: inhibitors of MBD2 binding to methylated DNA, primary screen, biochemical, TR-FRET, DNA-binding domain, human; inhibition, % at 4.4 µM; MBD2 binding to methylated oligonucleotide; actives 0.31% (n = 370,000); AID 686964, 2013; Methyl-CpG-binding domain protein 2 (Homo sapiens), Q9UBB5; in the data active = inhibition above about 13%
# * hit, by the source's call; x = no result given.
# Values run as follows: DDE Tn7 FP inh	UHRF1 MBD2 ctr	ASAP1 inh	PLCb3 inh	KLK7 zymogen act	DDE Tn6 FP inh	PLCg1 inh	ARFGAP1 inh	ADAM17 inh	MBD2 inh
> Cc1cc(C)nc(SCCn2c(N3CCCCC3)nc3c2c(=O)n(C)c(=O)n3C)n1
  0	1	13	8	-0.6	-5	9.6*	-8	-3	3
> COc1ccc2[nH]c(C)c(C(=O)CN3CCN(C(=O)c4ccco4)CC3)c2c1
  3	0	-3	-2	0.2	0	-1	-14	-3	-3
> O=C(COC(=O)c1cc(Cl)ccc1O)NCCC1=CCCCC1
  -4	-3	2	-9	2.2	-3	3	1	-7	-2
> CCN(c1ccccc1)S(=O)(=O)c1ccc(Cl)c(NC(=O)CN2C(=O)NC3(CCCC3)C2=O)c1
  -4	-1	-9	-5	0.5	-6	1	11	2	3
> Cc1ccc(C(=O)Nc2sc3c(c2C(=O)O)CCC(C)C3)o1 (stereo unspecified)
  4	-3	2	-148	1.5	-8	-121	0	-1	-2
> Nn1c(SCC(=O)N2CCCCCC2)nnc1-c1ccncc1
  -5	2	4	2	0.4	3	2	7	1	-1
> O=C(Cn1cc(COc2ccc(Cl)c(Cl)c2)nn1)NS(=O)(=O)c1ccccc1OC(F)(F)F
  2	0	-14	-4	0.7	8	0	-12	-5	2
> CC1(C)C=C2C(N(CC3CC3)C(=N)N2C(=O)OCc2ccccc2)n2c(=O)n(-c3ccccc3)c(=O)n21 (stereo unspecified)
  -8	3	x	-22	x	5	-15	x	-5	0
> COc1cc(SC)ccc1C(=O)N1CCN(Cc2ccccc2)CC1
  3	1	-2	2	0.0	2	3	19	2	-4
> CCOC(=O)N1CCC(NC(=O)c2ccc3c(c2)N=C(C)c2c(C)ccc(C)c2S3)CC1
  -6	5	4	-36	0.3	4	-27	-3	-6	5
> O=C(/C=C/c1ccccc1)NCCSCc1ccc(Cl)cc1
  -4	2	9	-2	0.1	3	-4	-1	6	2
> Cc1ccc(Cn2c(SCCN3CCCCC3)nc3c2c(=O)n(C)c(=O)n3C)cc1
  5	-2	-2	3	0.8	-2	2	11	0	2
> CCCn1c(=N)n(CC(=O)O)c2ccccc21
  10	1	-1	-3	-1.0	7	-4	9	-7	4
> Cc1nc(N[C@@H](Cc2c[nH]c3ccccc23)C(=O)O)c2oc3ccccc3c2n1
  2	0	-5	-10	-0.5	4	-9	4	-1	-1
> Cc1ccc(CS(=O)Cc2ccc(C(=O)NC3CCCC(C)C3C)o2)cc1 (stereo unspecified)
  7	7	-13	-13	-0.3	-3	0	6	-3	4
> Cc1ccc(C(C(=O)NC2CCCC2)N(C(=O)CCC(=O)Nc2cc(C)on2)c2ccccc2)cc1 (stereo unspecified)
  -2	-1	9	1	0.5	-8	5	-5	-7	1
> CCC1(CC)NC(=O)N(CC(=O)OC(C)C(=O)Nc2ccc(Cl)cn2)C1=O (stereo unspecified)
  1	-3	-9	-5	0.1	2	-6	-11	-5	0
> O=C(CSc1n[nH]c(=O)[nH]c1=O)c1ccc([N+](=O)[O-])cc1
  8	1	-4	-9	-0.7	-2	4	2	-7	4
> COc1cc(OC)c(OC)cc1CNc1nnnn1C
  -1	-3	-2	-4	-0.5	1	-1	-2	1	0
> CCNc1nc(SCC(=O)Nc2ccc(Cl)c(Cl)c2)nc(N2CCOCC2)n1
  -4	1	0	-6	0.1	-4	0	-4	3	2
> Cc1ccc(NC(=O)CSc2nc(O)cc(=O)n2C)cc1
  6	-1	7	3	-0.5	-4	-1	-11	-3	-2
> CCc1ccccc1OCC(=O)Nc1cc(S(=O)(=O)N(CC)CC)ccc1N1CCOCC1
  -4	1	-14	-5	0.0	3	3	-13	1	4
> CCCCc1c(-c2ccccc2OC)ncn1C1CCCC1
  -3	0	-12	4	0.1	-5	3	4	0	0
> COc1ccc(S(=O)(=O)N2CCN(CC(=O)Nc3ccccc3Cl)CC2)cc1
  -4	4	0	-2	-0.6	0	6	3	-7	1
> CCCCc1nc(SCC(=O)Nc2ncccn2)n[nH]1
  5	4	3	-2	-1.0	-7	5	6	-9	-1
> CC(Sc1n[nH]c(N)n1)C(=O)Nc1ccccc1-c1ccccc1 (stereo unspecified)
  5	2	8	1	0.1	2	1	-1	-3	-2
> Fc1cccc(F)c1Cn1ccc2ccc(-c3ccc4ccn(Cc5c(F)cccc5F)c4c3)cc21
  2	3	x	-2	-1.0	-4	-5	x	-2	-1
> COc1ccc(C(CC(=O)N2CCCC(C)C2)c2c(O)cc(OC)cc2OC)cc1 (stereo unspecified)
  7	0	-1	-1	0.0	1	0	-4	-4	2
> Cc1ccccc1-c1nnc(SCCOc2ccc3c(C)cc(=O)oc3c2)o1
  -1	3	5	-1	-0.8	-3	-1	-8	-3	0
> COc1ccc2[nH]c(C(=O)O)c(NS(=O)(=O)c3ccc(OC)c(OC)c3)c2c1
  5	-1	-10	-35	1.4	6	-27	-6	-21	0

# Additional records.
compound,DDE Tn7 FP inh,UHRF1 MBD2 ctr,ASAP1 inh,PLCb3 inh,KLK7 zymogen act,DDE Tn6 FP inh,PLCg1 inh,ARFGAP1 inh,ADAM17 inh,MBD2 inh
Cc1cccc2nc(CSc3ncccc3C(=O)O)cn12,-9,-3,-3,0,-0.1,1,2,10,0,-5
COc1ccc(N2CCN(C(=O)c3ccc(CS(=O)c4cccc(C)c4)o3)CC2)cc1 (stereo unspecified),4,23*,-8,-11,0.6,2,4,11,-1,14*
Cc1ccc(C(=O)NCCN2C3=NC[C@H](Cc4ccc(O)cc4)N3C[C@H]2Cc2ccc(O)cc2)cc1Br,-2,0,-1,7,-0.3,-6,10*,11,0,-4
O=C(NCCCCNC(=O)c1ccco1)c1ccco1,0,4,1,-4,-0.5,3,-2,0,-1,5
O=C(Nc1cccc(S(=O)(=O)N2CCOCC2)c1)[C@@H]1CCCN1S(=O)(=O)c1ccc(Cl)cc1,0,1,8,4,0.6,-9,-1,-2,0,-3
COCCOC(=O)c1c(C)oc2ccc(O)c(CN3CCC(C)CC3)c12 (tested in a mixture with another compound),-1,1,-2,2,-0.1,0,-26,8,-2,1
O=C(Nc1ccc(N2CCOCC2)cc1)C1CCN(S(=O)(=O)c2cccc(C(F)(F)F)c2)CC1,2,3,4,-3,0.2,3,0,-1,-3,1
CC(C)Oc1cccc(C(=O)NC(=S)N2CCN(c3ccc(C(F)(F)F)cc3[N+](=O)[O-])CC2)c1,-1,-3,1,-6,-0.4,7,-4,-16,-2,-1
O=c1nc(NCc2ccco2)sc2ncccc12,2,0,-9,0,-0.3,-3,1,-5,-1,9
CCc1nnc(NC(=O)CSc2nc3[nH]ncc3c(=O)[nH]2)s1,-5,0,6,0,0.0,-3,-2,6,-3,-4
COC(=O)[C@]12C[C@H](CC(=O)NCCc3ccccc3OC)C(=O)N(Cc3cccc4ccccc34)C1=C[C@H](C1CCCC1)O[C@@H]2C,-9,2,x,4,0.1,5,6,x,7,-2
Cc1ccc(S(=O)(=O)N2CCC(C(=O)Nc3nnc(C4CCCC4)s3)CC2)cc1,-6,1,-7,7,0.2,5,15*,1,8,-1
O=C(Nc1cccc(Cl)c1)c1nc[nH]c1C(=O)N1CCN(c2ccccc2)CC1,6,1,0,-6,-0.2,-5,-5,7,-2,2
CC(C)(CO)NCC(=O)Nc1cc(C(F)(F)F)cc(NC(=O)CNC(C)(C)CO)c1Cl,-8,6,6,4,0.1,-5,2,3,1,4
CCc1ccccc1NC(=O)CN1CCN(C(=O)CNC(=O)c2ccc(N3CCCC3=O)cc2)CC1,-7,2,3,-4,0.2,2,12*,-6,2,2
Cc1cc(C)cc(Nc2cc(C)nc3ncnn23)c1,1,1,4,0,-0.3,0,1,-4,-4,1
COc1ccc(C(=O)NCCC2=CCCCC2)cc1S(=O)(=O)N1CCOCC1,-3,1,10,-3,0.1,-2,3,5,0,2
FC(F)(F)Oc1ccccc1-c1nnc(-c2cccc(C(F)(F)F)c2)o1,0,0,-9,-3,-0.4,-11,4,4,2,0

# Filtered by structure: the compounds so far containing a COOH group (5)
compound,DDE Tn7 FP inh,UHRF1 MBD2 ctr,ASAP1 inh,PLCb3 inh,KLK7 zymogen act,DDE Tn6 FP inh,PLCg1 inh,ARFGAP1 inh,ADAM17 inh,MBD2 inh
Cc1ccc(C(=O)Nc2sc3c(c2C(=O)O)CCC(C)C3)o1 (stereo unspecified),4,-3,2,-148,1.5,-8,-121,0,-1,-2
CCCn1c(=N)n(CC(=O)O)c2ccccc21,10,1,-1,-3,-1.0,7,-4,9,-7,4
Cc1nc(N[C@@H](Cc2c[nH]c3ccccc23)C(=O)O)c2oc3ccccc3c2n1,2,0,-5,-10,-0.5,4,-9,4,-1,-1
COc1ccc2[nH]c(C(=O)O)c(NS(=O)(=O)c3ccc(OC)c(OC)c3)c2c1,5,-1,-10,-35,1.4,6,-27,-6,-21,0
Cc1cccc2nc(CSc3ncccc3C(=O)O)cn12,-9,-3,-3,0,-0.1,1,2,10,0,-5

# Screening results from PubChem.
